Screening data from PubChem.
TDP-43 yeast inh – qHTS of TDP-43 Inhibitors. TDP-43 expressing yeast growth rescue, BacTiter-Glo, 24 h. Potency, µM (highest dose often 46.1 µM), for the others: at the top dose growth rescue (activation), usual class: activators. 410,000 tested, 1.8% active; further: potency means the concentration at half of the fitted maximal effect; % of control where 0% means no effect; nearly all actives have a fitted effect of over 50% in size
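Galactose-induced TDP-43 yeast, OD600=0.02, compound pinned; 24 hr, 30 deg C; BacTiter-Glo luminescence for growth. Inhibitors of TDP-43 toxicity read as activators.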
aSyn yeast inh – qHTS of alpha-syn Inhibitors; Potency, µM (highest dose often 46.1 µM), without a hit: at the highest dose growth rescue (activation), hits mostly activators; Yeast expressing alpha-synuclein, growth rescue, BacTiter-Glo, 24 h; AID 652106, 2013; 370,000 tested, 0.14% active; further: potency means the concentration at half of the fitted maximal effect; % of control where 0% means no effect; nearly all actives have a fitted effect of over 65% in size
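Galactose-induced alpha-syn yeast (OD600=0.02, raffinose-pregrown) + pinned cpd, 24 hr, 30 deg C; growth by BacTiter-Glo luminescence. Growth restoration scores as activation.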
D3 antag – qHTS of D3 Dopamine Receptor Antagonist: qHTS. D(3) dopamine receptor (Homo sapiens), P35462. D3R cells, DiscoveRx beta-arrestin luminescence, antagonist mode; stronger effect = lower value. max response, negative = inhibition, %. 360,000 tested, 2.5% active. AID 652054, 2013; in the data active means max response below about -50%; inconclusive means no clear call, values can overlap the other calls; further: on the % scale 0 is the no-effect control and ±100 the full control effect; mostly tested at two doses, the higher about 12 µM
Target sequence (P35462 whole entry, looked up): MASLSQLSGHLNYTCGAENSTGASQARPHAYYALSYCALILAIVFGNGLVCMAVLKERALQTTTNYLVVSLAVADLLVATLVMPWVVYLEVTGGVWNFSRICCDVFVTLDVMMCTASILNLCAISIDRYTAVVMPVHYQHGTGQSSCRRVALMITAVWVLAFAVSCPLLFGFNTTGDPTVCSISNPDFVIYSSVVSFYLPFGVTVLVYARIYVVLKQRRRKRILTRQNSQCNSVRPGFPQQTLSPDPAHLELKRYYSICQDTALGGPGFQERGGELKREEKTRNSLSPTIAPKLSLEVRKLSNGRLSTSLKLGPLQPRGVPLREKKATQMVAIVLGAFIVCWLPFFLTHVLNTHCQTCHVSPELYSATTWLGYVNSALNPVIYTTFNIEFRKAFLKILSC
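Cells expressing the human receptor were seeded at 1500 cells/well, incubated overnight at 37 degrees C in 5% CO2, then exposed to library compounds with dopamine controls for 90 minutes at 37 degrees C before luminescent detection.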
GLP-1R agonist – qHTS of GLP-1 Receptor Agonists; HEK293 GLP-1R CRE-luciferase, luminescence, 4-6 h; cells express a hypersensitive GLP-1R form; Glucagon-like peptide 1 receptor (Homo sapiens), P43220; AID 624172, 2012; Potency, µM (series often up to 45.6 µM), for inactives: at the highest dose activation, hits mostly activators; 380,000 tested, 0.007% active; further: potency means the concentration at half of the fitted maximal effect; % of control where 0% means no effect
Target sequence (P43220 whole entry, looked up): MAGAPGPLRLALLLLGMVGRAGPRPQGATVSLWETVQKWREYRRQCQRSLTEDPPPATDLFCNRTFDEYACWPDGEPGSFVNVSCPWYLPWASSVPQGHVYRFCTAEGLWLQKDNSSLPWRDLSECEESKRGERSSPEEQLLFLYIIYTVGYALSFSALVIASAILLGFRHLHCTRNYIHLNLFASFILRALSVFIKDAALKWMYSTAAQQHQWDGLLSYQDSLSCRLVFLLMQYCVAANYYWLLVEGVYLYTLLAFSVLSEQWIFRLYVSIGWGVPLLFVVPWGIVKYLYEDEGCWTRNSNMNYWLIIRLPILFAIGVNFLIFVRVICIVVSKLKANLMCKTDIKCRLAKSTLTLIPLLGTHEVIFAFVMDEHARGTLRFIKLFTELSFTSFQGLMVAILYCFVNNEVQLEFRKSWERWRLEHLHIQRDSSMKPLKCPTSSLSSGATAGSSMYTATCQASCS
GLP1R inv ag – qHTS of GLP-1 Receptor Inverse Agonists (Inhibition Mode) | Glucagon-like peptide 1 receptor (Homo sapiens), P43220 | HEK293 GLP-1R CRE-luciferase, luminescence, 24 h; GLP-1R form is constitutively active | Potency, µM (top dose mostly 38.3 µM), for inactives: at the highest dose activity change, negative = inhibition, most hits filed as inhibitors | 410,000 tested, 1.6% active | AID 624417, 2012; further: potency means the concentration at half of the fitted maximal effect; on the % scale 0 is the no-effect control and ±100 the full control effect; nearly all actives have a fitted effect of over 55% in size
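Luminescence readout: a drop in cAMP-driven luciferase signal flags inverse agonism at a constitutively active GLP-1R stably expressed in HEK293. Compound exposure lasted 24 hr at 37 deg C, 5% CO2.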
FUS yeast rescue – qHTS for Suppressors of FUS Proteinopathy: Primary screen using FUS-linked yeast assay. S. cerevisiae FUS-expressing, growth rescue, OD600, 24 h. Potency, µM (titrated, usually from 76.6 µM), without a hit: at the highest dose growth rescue (activation), most hits filed as activators. 390,000 tested, 0.24% active. AID 1347120, 2019;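 further: potency means the concentration at half of the fitted maximal effect; plate controls were DMSO vehicle for no effect and reference control for full effect; nearly all actives have a fitted effect of over 55% in size; some results filed as inactive show a strong effect at the top dose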
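Steps: raffinose overnight preculture; dilution to OD 0.005 in 2% galactose minimal medium; compound addition (concentration series); 24hr at 30C, 99% humidity; absorbance read at 600 nm.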
PTHR1 agonist – qHTS for PTHR1 Agonists: Primary Screen; Potency, µM (top dose mostly 115 µM), for the others: top-dose activation, actives largely listed as activators; HEK293 GP2 PTHR1 cells, GloSensor cAMP luminescence, 1 h; 410,000 tested, 0.075% active; further: potency means the concentration at half of the fitted maximal effect; nearly all actives have a fitted effect of over 55% in size; some results filed as inactive show a strong effect at the top dose; inactives centre near -15; many of its hits are not listed in these tables
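HEK-293-derived GP2 cells expressing PTHR1 and a GloSensor cAMP reporter, 3,000/well, plated overnight, given luciferin plus IBMX (each 0.5 mM as added) for 1 h at 37 °C, then compound for 1 h at 37 °C. Luminescence was read after 15 min at room temperature.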
Akt phos inh – HTS Assay for Inhibitors of Akt Phophorylation: Primary Screen | Neuro2A IGF-stimulated pAkt S473 HTRF, 20 min; stronger effect = lower value | activity change, % for hits at 50 µM | 360,000 tested, 0.32% active | AID 651550, 2012; in the data active means activity change below about -80%; inconclusive means mostly about -51% to -80%; further: on the % scale 0 is the no-effect control and ±100 the full control effect
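Single-point screen (50 µM final compound) in Neuro2A cells stimulated 20 min with 6 nM IGF at 37 deg C. After lysis, Ser473-phosphorylated Akt read by HTRF (ex 330 nm, em 615/665 nm) as the 665/615 ratio.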
Abeta rescue – qHTS for compounds that reverse cellular toxicity of Amyloid beta (A-beta) peptide in yeast: Primary Screen. yeast expressing A-beta42, growth rescue, OD600, 48 h; response scale: 0% DMSO, 100% iron-clioquinol control. Potency, µM (doses to about 46.1 µM), for the others: at the highest dose growth rescue, actives largely listed as activators. 410,000 tested, 0.063% active. AID 1347071, 2019; further: potency means the concentration at half of the fitted maximal effect; nearly all actives have a fitted effect of over 55% in size
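Growth rescue measured by 600 nm absorbance after 48 h yeast culture at 30 C with compound. Values normalized between DMSO and an equimolar ferric chloride plus clioquinol control.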
* marks the source's active call; other numbers are inactive results; i = inactive; ? = inconclusive; / = no result given; & = joins results of further samples; [ ] = remark or other dose. Unless noted, the call rests on the fitted dose curve; in most records, active means well fitted curve in the direction sought with a large enough effect; inconclusive means small, poorly fitted or top-dose-only effect, or another doubt; inactive means no such curve, though single readings can be large; an effect the other way counts as inactive or inconclusive.

SMILES | TDP-43 yeast inh | aSyn yeast inh | D3 antag | GLP-1R agonist | GLP1R inv ag | FUS yeast rescue | PTHR1 agonist | Akt phos inh | Abeta rescue
Cc1ccccc1OCC(=O)NNC(=O)CSc1nc(N)cc(N)n1 | -20.5% | 1.1% | 1.8 | 4.3% | -1.6% | -0.6% | i | i | -11.2%
O=C(NCC(c1ccco1)N1CCN(c2ccccc2)CC1)C1CCCCC1 (stereo not given) | 22.2% | 9.9% | -14.7 | 1.3% | ? | -2.3% | i | i | 8.5%
COc1ccccc1N1CCN(S(=O)(=O)c2ccc(F)c(C(=O)Nc3ccc(Cl)cc3C(F)(F)F)c2)CC1 | -9.8% | / | / | / | ? | ? | i | / | -9.4%
Cc1cccnc1NC(=O)/C=C/c1ccc2c(c1)OCO2 | 16.7% | -8.5% | 12.3 | 3.7% | ? | / | -0.4% | i | 0.0%
COc1ccc(S(=O)(=O)/N=C2/NC(=O)/C(=C\c3cc(OC)c(OC)cc3[N+](=O)[O-])S2)cc1 | ? | -14.6% | -12.9 | 9.9% | 174.9%[activator] | ? | -0.9%[57.5 µM] | i | 16.9%
O=C(NCc1ccccc1)[C@@H]1CCCN1C(=O)[C@@H]1CCCN1C(=O)c1cccc2ccccc12 | -8.1% | -3.6% | 3.8 | -3.5% | 29.0% | 1.1% | i | i | -12.7%
COc1ccc(C(=O)Nc2cc3c(cc2N2CCCC2)n(C)c(=O)c(=O)n3C)cc1OC | 9.7% | / | / | / | 3.8% | 14.0% | -23.6% | / | 3.5%
O=C(Nc1ccc(OC(F)(F)F)cc1)N1CCN(c2ccnc3cc(Cl)ccc23)CC1 | 3.4% | -3.7% | -15.9 | -3.0% | ? | 1.1% | -12.9% | i | 7.6%
CNc1cc(=O)n(C)c(=O)n1-c1ccccc1 | -7.2% | -5.4% | -13.1 | -4.6% | 1.4% | 8.4% | 5.7% | i | -7.6%
Cc1ccc(C(=O)NC(=S)Nc2ccc(N3CCOCC3)cc2)c(C)c1 | 0.0%[9.22 µM] | -4.6% | -9.0 | 6.6% | 10.6% | 12.5% | -32.6%[inhibitor] | i | 1.9%
Cc1cc(C(F)F)nn1CC(=O)NC1CCCC1 | 0.0% | -8.5% | -1.2 | -1.1% | 27.0% | -6.5% | i | i | 9.5%
CC12CCC(C(=O)N3CCCCC3)(CC1=O)C2(C)C (stereo not given) | 0.7% | 6.4% | -16.8 | -8.5% | 0.0% | 9.7% | i | i | 11.2%
CCCCc1nn2c(=O)cc(COC(=O)C3CCCCC3)nc2s1 | 24.1% | / | / | / | -2.7% | 13.0% | -25.9% | / | -12.9%
C/C(CC(=O)Nc1ccc([N+](=O)[O-])cc1)=N/NC(=O)C1C2CCCCC21 (stereo not given) | 15.5% | 8.0% | -27.2 | 9.3% | ? | 14.6% | i | i | 0.6%
CN1CCN(CCCCOc2ccc(F)cc2)CC1 | -17.1% | 1.4% | -17.7 | 5.1% | -26.4% | ? | -5.9% | i | 0.8%
COCC(C)N1CCC(Oc2ccc(C(=O)N3CCCC3)cc2)CC1 (stereo not given) | 4.1% | -1.5% | 5.9 | -5.8% | -20.3% | / | -3.9% | i | 8.6%
Cc1ccc(C(=O)C[n+]2cc(-c3ccc(C)cc3)n3c2CCCCC3)cc1 | -13.2% | 10.7% | -14.2 | -4.9% | ? | / | -31.9%[inhibitor] | i | 14.0%
CCC(O)c1nc2ccccc2n1CCOc1cc(C)cc(C)c1 (stereo not given) | 12.9% | / | / | / | ? | 23.7% | i | / | 0.5%
CCCCN(C)CCNC(=O)C(NC(=O)C1CCC(C)CC1)C(C)C (stereo not given) | -17.7% | -4.5% | 2.7 | -1.1% | -16.1% | 22.9% | i | i | -7.6%
CCn1c(=O)c2cc(C(=O)NCCCN3CCN(C)CC3)sc2c2ccccc21 | -27.0% | / | / | 3.1% | -4.4% | -13.7% | -2.4% | / | -23.7%
CCOC(=O)N1CCN(C(=O)c2cnn3ccccc23)CC1 | 0.0% | -1.1% | 15.2 | 4.2% | -9.8% | -22.3% | i | i | -4.1%
CC1(C)Cc2c(c(N3CCOCC3)nc3sc(C(=O)Nc4ccc(Cl)cc4)c(N)c23)CO1 | -14.5%&0.0% | -2.8% | 7.4 | 12.1% | 11.0%&1.9% | 15.4%&-21.1% | -40.3%[inhibitor] | i | 3.3%&6.0%
Cc1cc(C)n(CC(=O)NNC(=O)C2CC(=O)N(Cc3ccccc3Cl)C2)n1 (stereo not given) | 15.9% | 3.8% | 7.1 | -4.5% | 6.9% | 5.9% | i | i | 4.0%
CCN1CCN(CCCNC(=O)Cn2c(-c3cccs3)cc3cc(Cl)ccc32)CC1 | -14.3% | / | / | / | ? | -5.1% | -20.1% | / | -2.9%
COC(=O)c1c(-c2cccs2)csc1NC(=O)c1ccc(C(C)(C)C)cc1 | -50.7%[inhibitor] | / | / | / | -2.3% | -13.9% | i | / | -37.0%[inhibitor]
(list continues)
SMILES | TDP-43 yeast inh | aSyn yeast inh | D3 antag | GLP-1R agonist | GLP1R inv ag | FUS yeast rescue | PTHR1 agonist | Akt phos inh | Abeta rescue
Cc1cc(S(=O)(=O)NCc2ccccc2)ccc1OCC(=O)NCC1CCCO1 (stereo not given) | -2.1% | -1.4% | 4.1 | 8.5% | 8.0% | 23.3% | i | i | 10.5%
O=C(N/N=C(\Cc1ncc[nH]1)c1ccccc1)c1cccnc1 | 12.7% | 3.2% | 12.3 | 4.3% | -0.1% | 1.8% | -9.2% | i | -11.0%
O=C(O)CCC(=O)Nc1nc2ccccc2s1 | -28.1% | -1.9% | 3.6 | -1.7% | 7.2% | 6.8% | -4.0% | i | 6.7%
CS(=O)(=O)N1CCN=C1SCc1ccc(F)cc1 | 13.3% | 2.5% | -0.7 | 5.1% | 3.1% | -4.1% | i | i | 5.2%
O=C(Nc1c2c(nn1-c1ccccc1)CS(=O)(=O)C2)C1CC1 | 7.3% | 0.3% | 6.7 | -5.5% | 14.3% | -47.8% | -16.8% | i | 5.4%
Cc1cc(C(=O)NNC(=O)c2ccc(F)cc2)c(C)s1 | 20.8% | -8.4% | 13.5 | 1.0% | 23.0% | 7.1% | i | i | 4.9%
CC1(C)Cc2c(sc3nc(-c4cc5ccccc5o4)n(N)c(=O)c23)CO1 | -20.6% | 0.4% | 41.1 | -4.5% | 0.0% | 11.8% | -1.0%[57.5 µM] | / | -12.1%
CCOc1ccc(CCNC(=O)C2CC(=O)N(CCc3ccccc3)C2)cc1OCC (stereo not given) | 1.7% | 1.3% | 9.1 | -3.6% | 9.1% | 6.0% | -2.7% | i | 4.8%
O=C(/C=C/c1ccc(OCCCF)cc1)NCc1ccc(Cl)c(Cl)c1 | 8.5% | -3.5% | 32.2 | 2.5% | 11.0% | -10.6% | -12.9% | i | -7.6%
CN(Cc1cccc2cnccc12)C(=O)CCc1nnc(CCc2ccccc2)o1 | -9.9% | 0.2% | 6.6 | 9.3% | 36.1%[activator] | -5.7% | -14.3% | i | -7.0%
CC(Oc1ccc(Br)cc1)C(=O)Nc1ccc(S(=O)(=O)N(C)C2CCN(C)CC2)cc1 (stereo not given) | 15.6% | 2.8% | -26.7 | -3.6% | 2.82µM* | 14.2% | i | i | 7.3%
COc1ccc(CN(C)C(=O)c2ccc(NS(=O)(=O)c3ccc(F)cc3)cc2)c(OC)c1OC | -21.6% | -0.5% | 5.6 | 6.8% | 52.3%[activator] | 14.7% | -19.9% | i | -7.8%
Cc1ccc(C(c2nnnn2C2CCCC2)N2CCN3CCCC3C2)cc1 (stereo not given) | 6.8% | 2.4% | ? | -8.5% | ? | 7.9% | -5.3%[57.5 µM] | i | 17.3%
CSc1nc(-c2ccc(C)cc2)nc(C(Cl)Cl)n1 | 13.9% | -9.0% | 22.4 | 2.7% | 3.8% | 23.1% | i | i | -2.8%
COc1ccc(CN2CCS(=O)(=O)CC2)cc1OC | 2.5% | 1.8% | -3.1 | -5.3% | 13.8% | -37.0% | -5.7% | i | -6.9%
Nc1nn(-c2ccccc2)c(N)c1N=Nc1ccc2c(c1)OCO2 | 17.8µM* | -14.6% | -17.7 | 12.0% | ? | 31.2% | -34.4% | i | -29.2%
Cc1ccc(C2=NS(=O)(=O)N(C)C(C(=O)NCc3ccccn3)=C2)cc1 | 7.1% | 0.2% | 18.2 | 0.3% | -25.5% | -16.2% | i | i | 1.9%
O=[N+]([O-])c1ccccc1CN1CCN(Cc2ccccn2)CC1 | 0.3% | -0.1% | -4.8 | 5.3% | -16.9% | -2.5% | i | i | -5.6%
O=C1C2CC=C(Cl)CC2C(=O)N1CCC[n+]1ccccc1 (stereo not given) | 2.2% | 2.0% | 7.3 | 3.9% | -4.5% | -16.5% | i | i | 30.2%

Exported with tabs: part of the list above
molecule	TDP-43 yeast inh	aSyn yeast inh	D3 antag	GLP-1R agonist	GLP1R inv ag	FUS yeast rescue	PTHR1 agonist	Akt phos inh	Abeta rescue
CCOc1ccc(CCNC(=O)C2CC(=O)N(CCc3ccccc3)C2)cc1OCC (stereo not given)	1.7%	1.3%	9.1	-3.6%	9.1%	6.0%	-2.7%	i	4.8%
O=C(/C=C/c1ccc(OCCCF)cc1)NCc1ccc(Cl)c(Cl)c1	8.5%	-3.5%	32.2	2.5%	11.0%	-10.6%	-12.9%	i	-7.6%
CN(Cc1cccc2cnccc12)C(=O)CCc1nnc(CCc2ccccc2)o1	-9.9%	0.2%	6.6	9.3%	36.1%[activator]	-5.7%	-14.3%	i	-7.0%

A portion of the library. The share of hits here may be higher or lower than overall.
